High-throughput results as filed in PubChem.
TR-FRET SRC-2 ct = flags TR-FRET format artefacts in PPARgamma SRC-2 recruitment agonist screen; AID 1049; TR-FRET ratio at 8 µM; actives 0.4% (n = 200,000); TR-FRET artefact counter-screen; stronger effect = higher value; in the data active = TR-FRET ratio above about 2000; also: inactives centre near 1500
STAT3 act = increases IL-6 driven STAT3 reporter signal; U3A cells, IL-6 STAT3-luciferase reporter, luminescence; 100% = signal with IL-6 EC80 alone; activation (% of control), % at 5.6 µM; actives 0.91% (n = 190,000); AID 871;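 active = activation above the screen-wide mean of compound activation plus 3 SD, cut at about 130% in these data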;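 also: 0% = background luminescence of wells with medium and substrate only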
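Material: human U3A cells carrying STAT3-luciferase construct. Measured by: reporter luminescence signal. Timing: compound 1 h, then IL-6 6 h at 37 °C.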
TNAP act hiacc = TNAP (human) activation, high acceptor; 200,000 tested, under 10 active; P05186; purified TNAP, CDP-star luminescence, 1 M DEA, 30 min; stronger effect = higher value; 0 = EDTA background, 1 = DMSO-only activity; activation factor at 20 µM;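 active = activation factor at least 2 at 20 µM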
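Dosing: 20 µM single point. System: human TNAP. Amount: TNAP 1/800 final. Incubation: 30 min, room temperature. Read-out: TNAP activation factor scaled between EDTA and DMSO control wells. Signal: luminescence from CDP-star hydrolysis. Medium: 1 M DEA, pH 9.8, Mg2+, Zn2+. Control set: EDTA negative control, DMSO positive control.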
STAT1 blocker = inhibitors of IFN-gamma induced STAT1 signaling; NIH 3T3 STAT1-luciferase reporter, luminescence; inhibition, % at 5.5 µM; actives 0.35% (n = 200,000); AID 920;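 active = inhibition above a set limit, the mean inhibition across all tested compounds plus 3 SD, cut at about 34% in these data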;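 also: 0% = IFN-gamma with DMSO and 100% = IFN-gamma with 300 µM nifuroxazide; values of inactives mirror those of a sister screen read the other way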
bIAP act = intestinal alkaline phosphatase (bovine) activation | activation factor at 20 µM | purified bovine IAP, CDP-star luminescence, 30 min; stronger effect = higher value; fold of DMSO-control signal, blank-subtracted | actives 0.17% (n = 200,000) | AID 1016;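 active = activation factor of 2 or more at 20 µM, a signal rise over negative controls twice the positive control's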
ROMK mod = human ROMK K+ channel modulation, primary screen. P48048. Tet-inducible ROMK, thallium flux fluorescence; actives lie on both sides. B-score at 10 µM. actives 2% (n = 130,000). AID 1918;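 active = signal ratio slope over the read window, or its plate-corrected B-score, at least 3 SD from the plate mean, either direction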;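 also: B-score of the F/F0 ratio slope over 7 to 12 s after thallium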
Target sequence (P48048 whole entry, looked up): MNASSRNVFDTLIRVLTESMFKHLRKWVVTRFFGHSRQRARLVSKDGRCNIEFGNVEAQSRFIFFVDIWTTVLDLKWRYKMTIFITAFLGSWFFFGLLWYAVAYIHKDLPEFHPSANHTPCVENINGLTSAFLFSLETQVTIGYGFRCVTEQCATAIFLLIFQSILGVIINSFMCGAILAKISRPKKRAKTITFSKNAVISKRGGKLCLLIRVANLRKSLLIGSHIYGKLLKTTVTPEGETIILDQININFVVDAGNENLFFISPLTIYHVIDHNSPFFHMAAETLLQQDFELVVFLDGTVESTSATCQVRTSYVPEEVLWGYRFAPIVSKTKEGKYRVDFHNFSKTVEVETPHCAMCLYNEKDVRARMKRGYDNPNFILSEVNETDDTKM
bIAP inhibitor = intestinal alkaline phosphatase (bovine) inhibition | purified bovine IAP, CDP-star luminescence, 30 min | inhibition, % at 20 µM | 190,000 tested, under 10 active | AID 1019;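 active = over 50% inhibition of intestinal alkaline phosphatase at 20 µM in the single-dose screen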
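test system = bovine IAP enzyme | medium = DEA buffer 100 mM, pH 9.8, with MgCl2 1.0 mM, ZnCl2 0.02 mM | detection = luminescence | dosing = single compound dose of 20 µM, 2% DMSO final | incubation = 30 min reaction at room temperature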
PPARg SRC-1 ag = PPARgamma-driven SRC-1 recruitment agonism; PPARgamma-SRC-1 coactivator recruitment biochemical assay; AID 631; activation, % at 8 µM; P37231; actives 0.41% (n = 200,000); in the data active = activation above about 19%;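 also: 0% = DMSO and 100% = reference agonist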
Target sequence (P37231 whole entry, looked up): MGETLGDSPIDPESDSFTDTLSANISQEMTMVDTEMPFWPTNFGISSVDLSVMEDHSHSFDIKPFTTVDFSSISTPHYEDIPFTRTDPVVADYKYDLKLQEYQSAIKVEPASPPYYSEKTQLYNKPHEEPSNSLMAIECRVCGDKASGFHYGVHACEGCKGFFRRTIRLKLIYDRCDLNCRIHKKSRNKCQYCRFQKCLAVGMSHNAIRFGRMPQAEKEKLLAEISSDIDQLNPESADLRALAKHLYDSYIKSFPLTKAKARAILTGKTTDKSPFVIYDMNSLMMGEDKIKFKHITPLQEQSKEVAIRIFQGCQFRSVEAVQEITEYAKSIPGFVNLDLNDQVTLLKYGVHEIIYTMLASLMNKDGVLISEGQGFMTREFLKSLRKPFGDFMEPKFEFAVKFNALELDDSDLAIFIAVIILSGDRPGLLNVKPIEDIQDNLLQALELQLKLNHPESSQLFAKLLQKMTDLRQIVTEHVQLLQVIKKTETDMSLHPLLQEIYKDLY
STAT3 inh = reduces IL-6 driven STAT3 reporter signal | U3A cells, IL-6 STAT3-luciferase reporter, luminescence; host cell line lacks STAT1 | inhibition, % at 5.5 µM | actives 0.89% (n = 190,000) | AID 862;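 active = inhibition above the mean inhibition across all screened compounds plus 3 SD, cut at about 44% in these data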;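 also: 0% = DMSO only wells and 100% = 100 µM nifuroxazide control wells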
PPARg SRC-2 ag = PPARgamma-driven SRC-2 recruitment agonism; P37231; PPARgamma LBD-SRC-2 recruitment, biochemical; activation, % at 8 µM; actives 0.34% (n = 200,000); AID 1032; in the data active = activation above about 22%;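 also: 0% = vehicle and 100% = reference agonist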
PPARg SRC-3 ag = PPARgamma-driven SRC-3 recruitment agonism; AID 731; P37231; biochemical PPARgamma/SRC-3 coactivator recruitment assay; activation, % at 8 µM; actives 0.26% (n = 200,000); in the data active = activation above about 23%;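 also: 0% = DMSO and 100% = reference agonist; some compounds past the cut are filed as inactive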
Numbers without * were called inactive; nt = not tested or not shown.

smiles	TR-FRET SRC-2 ct	STAT3 act	TNAP act hiacc	STAT1 blocker	bIAP act	ROMK mod	bIAP inhibitor	PPARg SRC-1 ag	STAT3 inh	PPARg SRC-2 ag	PPARg SRC-3 ag
NC1=NC(=O)C(CC(=O)c2ccc(Cl)cc2)S1 (centres undefined)	1700	95	1	-1	0.9	nt	7	-1	8	1	3
C/C(N)=C(/C#N)C(=O)COC(=O)CCC1CCCC1	1610	98	1.1	8	0.9	1.4	8	4	4	8	-1
CCCCn1c(-c2ccccc2)nnc1-c1ccccc1	1548	101	1	-2	0.9	-0.013	5	7	1	1	2
CCOC(=O)Cc1csc(NC(=O)CSc2ncnc3c2cnn3-c2ccccc2Cl)n1	1408	84	1.1	-3	1	nt	-1	-6	23	1	-5
COc1ccc(OCc2cccc(C(=O)Nc3ccc(CN4CCCCC4)cc3)c2)cc1	1587	94	1	-1	1	-1.2	4	-2	6	3	6
Cc1nn(Cc2ccc(F)cc2)c(C)c1NC(=O)c1nn(C)cc1Cl	1310	105	1	-6	0.8	0.88	17	-7	-3	-11	-8
COC(=O)CN1C(=O)C(O)(CC(=O)c2ccccc2)c2ccccc21 (centres undefined)	1534	96	1	7	0.9	-0.21	6	-1	13	0	2
Nc1ccc(OCc2ccccc2)cc1	1395	105	1	-17	0.9	nt	6	-3	3	-8	-6
CCOC(=O)c1c(C)[nH]c(C(=O)COC(=O)CCC(=O)c2ccc3c(c2)OCCO3)c1C	1511	94	1.1	13	1.1	nt	-5	7	14	7	3
CS(=O)(=O)CCC(C(=O)OCc1ccc(Cl)cc1)N1C(=O)c2ccccc2C1=O (centres undefined)	1537	99	1	4	0.9	0.3	13	-7	-1	-4	-2
CCN(CC)CCOc1c(Br)ccc2c1sc1nc3n(c(=O)c12)CCC3	1517	128	1.1	-9	0.9	0.7	6	-7	-25	0	-7
O=C(NN=C1CCCC1)c1cccs1	1310	112	1.1	-64	1.1	0.19	-7	-10	-14	-8	0
O=C(NC1CCCCC1)N1CCN(c2ccccc2)CC1	1460	104	1.1	8	1	nt	2	-3	-1	-2	8
O=[N+]([O-])c1nn(-c2ccc3c(c2)OCCO3)n(O)c1=Nc1ccccc1	1702	25	1	46*	0.9	-0.3	14	10	90*	7	0
CCO[C@H]1OC(C(=O)N2CCCCCCC2)=C[C@@H](C2CCCCC2)[C@@H]1CCCO	1664	nt	1	5	1.2	nt	-22	6	nt	14	6
CCN(CC)CC(O)COCCC12CC3CC(CC(C3)C1)C2 (centres undefined)	1394	107	1.1	2	1	-1.2	2	-2	-2	5	-1
Cn1c(SCC(=O)NCCN2C(=O)CSC2=O)nnc1-c1ccccc1	1719	101	1	2	0.9	0.37	7	4	-4	-3	-2
Cc1nc(SCC(=O)c2cc3ccccc3oc2=O)c(C#N)c(-c2ccccc2)c1C(=O)Nc1ccccc1	1643	104	1	4	1	-0.13	5	3	-4	3	4
CSc1nc(O)c(Cc2ccccc2)c(=O)[nH]1	1820	95	1	-3	1	-0.033	-1	4	8	8	7
COc1ccc(CC(=O)Nc2nc3ccc(F)cc3s2)cc1S(=O)(=O)N1CCOCC1	1522	114	1	-8	1	nt	3	3	-12	-7	-2
CCN(CC)c1nc2n(c(=S)n1)CCS2	1608	95	1.1	3	0.9	0.18	6	3	8	8	3
COc1ccc(-c2csc3ncnc(NCCN4CCOCC4)c23)cc1	1534	99	1.1	12	1	nt	5	2	11	2	2
O=C(C(Sc1ccccc1)c1ccccc1)N1CCN(c2ccccc2F)CC1 (centres undefined)	1373	88	1.1	10	0.7	nt	29	9	24	6	10
CCCC1=NN(C(=O)CCc2ccccc2O)C(O)(C(F)(F)F)C1 (centres undefined)	1511	102	1	-2	0.4	-0.59	nt	1	-1	5	0
CCOC(=O)c1ccccc1NC1c2ccccc2C(=O)N1c1ccc(C)cn1 (centres undefined)	1668	109	1	-26	1	nt	2	12	-11	8	4
O=C(O)c1cccc(NC(=S)N/N=C/c2ccccn2)c1	1724	27	1	79*	1.3	1	-27	17	91*	8	6
CCOC(=O)CN1C(=O)COc2ccc(C(C)(C)C)cc21	1545	96	1.1	3	1	0.15	2	8	6	-1	4
Cc1cccc(C)c1NC(=O)c1cn(-c2ccccc2)nc1-c1ccccc1	1428	98	1.1	0	1.1	-1.3	-8	8	4	3	3
COc1ccc(-n2nnnc2SCC(=O)NCCc2ccccc2)cc1OC	1443	96	1	3	1.1	0.24	-14	2	6	3	-4
Cc1sc(NC(=O)CSC2=NCCS2)nc1-c1ccccc1	1486	81	1	-3	0.9	-0.25	9	-1	23	3	7
CCCCCOC(=O)c1ccc(OC(=O)c2cncc(Br)c2)cc1	1611	101	1.1	-18	1	nt	-2	2	2	2	-1
CS(=O)(=O)c1ccc(Cl)c(NC(=O)COC(=O)c2cccc(C#N)c2)c1	1565	102	1	3	1	-0.8	-1	1	6	10	-1
COC(=O)c1c(NC(=O)Cc2cccs2)sc(C)c1C	1428	97	1	-15	0.8	-1.9	21	-2	10	0	-8
C/C(=N\NC(=O)c1nn(C)c(C)c1Br)c1ccc(NC(=O)c2ccc(C)s2)cc1	1382	99	1.1	-38	1	nt	2	-9	5	-3	-4
O=c1[nH]c2cc([N+](=O)[O-])c(NCCO)c([N+](=O)[O-])c2[nH]1	1688	97	0.8	3	0.7	-0.012	29	2	9	8	4
COc1cc(/C=C2\SC(=S)N(Nc3ccccc3)C2=O)ccc1O	1594	106	0.4	-15	1	nt	-4	4	-9	-7	6
Cc1ccc(S(=O)(=O)Nc2ccc(S(=O)(=O)Nc3ncccn3)cc2)cc1	1645	99	1.1	-3	1.1	0.99	-7	3	2	1	6
Cc1ccc(-c2cc(NC(=O)CSc3n[nH]c(N)n3)n(-c3ccccc3)n2)cc1	1501	96	1	-10	1.3	-1.2	-29	2	9	-3	0
Cc1cc(C)n2ncc(C(=O)NCCc3ccccc3)c2n1	1590	99	1.1	-7	0.9	-0.11	12	1	1	2	2
Fc1ccccc1/C=C1\CCCC2=C1NC(=S)NC2c1ccccc1F (centres undefined)	1368	99	1	4	0.8	-0.15	24	3	6	-5	3
COc1cc(C2NC(=O)NC(c3ccccc3)=C2C(C)=O)c(Cl)cc1OCC(=O)O (centres undefined)	1560	104	1	2	1	0.012	-3	-3	-3	4	4
Fc1cccc(/C=N/Nc2ccccn2)c1	1688	100	1.1	-41	1	0.014	-1	2	4	12	3
O=C(N1CCOCC1)N1CCN(C(=O)N(c2ccccc2)c2ccccc2)CC1	1522	105	1	-5	1	-0.073	0	-2	-8	1	8
COc1ccc(N2CC(NC(=O)Nc3ccccc3)CC2=O)cc1 (centres undefined)	1485	97	1	-2	1	0.34	0	0	9	8	11
O=C(COc1ccccc1Cl)N1CCN(c2ncccn2)CC1	1419	97	1.1	-8	1	nt	3	-3	7	-5	-3
O=C(Nc1ccc(Cl)cc1F)c1ccc(COc2c(F)c(F)c(F)c(F)c2F)o1	1500	106	1	-2	0.9	nt	10	4	-3	7	-4
NS(=O)(=O)c1ccc(NC(=O)COC(=O)CNC(=O)C23CC4CC(CC(C4)C2)C3)cc1	1726	108	1	-2	1	0.05	1	-2	-8	-2	1
CC(=O)c1c(C)nc(C)nc1NC(=O)Cc1ccccc1	1519	97	1	17	1.2	nt	-17	-2	7	0	0
O=C(NC(=S)Nc1nc2ccc(F)cc2s1)c1ccco1	1549	157*	0.9	-32	0.9	0.92	8	7	-69	8	3
CN1C(=O)S/C(=C/c2cccnc2)C1=O	1434	108	1	6	1.1	nt	-7	-5	-4	-14	-5
Cc1cnc(C)c(N2CCN(Cc3nc(-c4ccc(C)o4)oc3C)CC2)n1	1290	96	1	3	1	-1.4	-3	0	8	3	1
COc1cc(CNC(C)c2ccccc2)cc(Cl)c1OCC(=O)Nc1ccccc1 (centres undefined)	1683	104	1.1	7	0.8	0.3	15	5	5	-2	-1
O=C1CCCN1CCNC(=S)Nc1ccccc1	1426	101	1	-5	1	nt	-4	1	0	0	11
COC(=O)Cn1cc(C(=O)c2ccco2)c2ccccc21	1503	102	1	-10	0.9	1.1	6	8	0	5	-5
CC(C)Cn1c(N2CCN(C(=O)c3cccs3)CC2)nc2ccccc21	1596	101	1.1	3	1	nt	0	-8	9	-2	-9
Cc1cc(N2CCOCC2)ccc1/C=C1\NC(=O)N(CC(=O)Nc2ccccc2C)C1=O	1164	105	1	-10	0.9	0.75*	5	5	-10	-3	4
CCn1c(SCc2ccc(C#N)cc2)nnc1-c1ccc(S(=O)(=O)N2CCCCC2)cc1	1477	80	1	13	1.1	-2.6	-7	4	28	-2	2
CCNC(=O)C1CN(S(=O)(=O)c2ccccc2)CCN1S(=O)(=O)c1ccccc1 (centres undefined)	1554	109	1	-5	1	nt	-4	-1	-4	0	-2
COc1ccccc1NCCC(=O)OCC(=O)NC1CCCCCC1	1502	100	1.1	8	0.9	nt	5	-7	0	2	0
CSc1nc2sc3c(c2c(=O)n1C)CCCC3	1541	99	1.1	-13	0.9	nt	10	-7	8	-2	-7

Carrying on.
smiles	TR-FRET SRC-2 ct	STAT3 act	TNAP act hiacc	STAT1 blocker	bIAP act	ROMK mod	bIAP inhibitor	PPARg SRC-1 ag	STAT3 inh	PPARg SRC-2 ag	PPARg SRC-3 ag
O=c1[nH]c(SCCOc2cccc3ccccc23)nc2ccccc12	1565	106	1	-2	1	-1.6	2	11	-6	5	8
Cn1c(=O)c2c(ncn2CC(=O)Nc2ccccc2)n(C)c1=O	1468	98	1	-2	1	-0.27	3	0	2	-3	-2
Cc1oc(CC(C)C)cc1C(=O)Nc1ccc(C(=O)O)cc1	1732	106	1	-20	1.1	0.4	-6	8	-4	1	13
Cc1cc(C)n(-c2nnc(NC34CC5CC(CC(C5)C3)C4)nn2)n1	1328	124	1	-70	0.7	nt	27	0	-25	-7	-4
COc1ccc(C(=O)N2CCCC2)cc1S(=O)(=O)N1CCC(C)CC1	1823	96	1	6	1	0.19	2	7	9	7	1

Entries listed so far that contain a nitro group on carbon (2):
smiles	TR-FRET SRC-2 ct	STAT3 act	TNAP act hiacc	STAT1 blocker	bIAP act	ROMK mod	bIAP inhibitor	PPARg SRC-1 ag	STAT3 inh	PPARg SRC-2 ag	PPARg SRC-3 ag
O=[N+]([O-])c1nn(-c2ccc3c(c2)OCCO3)n(O)c1=Nc1ccccc1	1702	25	1	46*	0.9	-0.3	14	10	90*	7	0
O=c1[nH]c2cc([N+](=O)[O-])c(NCCO)c([N+](=O)[O-])c2[nH]1	1688	97	0.8	3	0.7	-0.012	29	2	9	8	4
